Rin1-Abl PPI inh: inhibitors of Rin1-Abl protein binding, primary screen, biochemical, TR-FRET; Tyrosine-protein kinase ABL1 (Homo sapiens) + Ras and Rab interactor 1 (Homo sapiens), …; inhibition, % at 7.35 µM; hit rate 0.4% among 360,000; in the data active = inhibition above about 5%, passing the limit was not always enough
MsrA inh: bovine MsrA enzyme inhibitors, primary screen, biochemical, absorbance, HTS. purified bovine MsrA, absorbance read-out. Methionine sulfoxide reductase A (Bos taurus). AID 651718, 2012. inhibition, % at 15.5 µM. hit rate 0.75% among 360,000; in the data active = inhibition above about 4.5%;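 also: 0% = vehicle wells with enzyme and 100% = reference inhibitor wells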
bovine MsrA act: bovine MsrA enzyme activators, primary screen, biochemical, absorbance, HTS; hit rate 0.3% among 360,000; purified bovine MsrA, absorbance read-out; AID 602163, 2012; activation, % at 10.6 µM; in the data active = activation above about 7.5%;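 also: 0% = vehicle and 100% = reference activator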
Neddyl block: inhibitors of cullin neddylation, primary screen, biochemical, TR-FRET, uHTS, NAE and Ubc12; calls only at 25 µM; hit rate 0.58% among 360,000; AID 651699, 2012; in the data active = inhibition above about 36%
FAS-TE inh: FAS thioesterase domain inhibitors, primary screen, biochemical, fluorescence intensity, uHTS; inhibition, % at 15 µM; recombinant FAS-TE, OMFH fluorogenic substrate, fluorescence endpoint; hit rate 0.67% among 360,000; Fatty acid synthase (Homo sapiens), P49327;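 active = compounds whose normalised, plate-corrected inhibition of enzyme fluorescence in the single-dose primary screen is 50% or more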;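 also: 0% = DMSO with enzyme and 100% = substrate without enzyme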
TbMetRS inhib: T. brucei MetRS inhibitors, primary screen, biochemical, luminescence | hit rate 0.4% among 360,000 | AID 624268, 2012 | inhibition, % at 11.9 µM | methionyl-tRNA synthetase (Trypanosoma brucei brucei) | purified T. brucei MetRS, ATP depletion, Kinase-Glo luminescence;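 active = inhibition above a per-plate cutoff of the control wells' mean inhibition plus 3 SD, cut at about 5.5% in these data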;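 also: 0% = DMSO wells median and 100% = median of wells with control inhibitor compound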
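assay system = parasite MetRS enzyme | timing = 15 min preincubation, 2 h reaction, all 25 °C | evaluation = percent inhibition relative to median high and low control wells | medium = HEPES buffer containing pyrophosphatase, BSA, spermine, DTT | compound = single dose, 11.9 µM final nominal, 0.9% final DMSO | detection = Kinase-Glo luminescence, ATP depletion format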
CSN deneddyl inh: inhibitors of CSN-mediated cullin deneddylation, primary screen, biochemical, fluorescence polarization, uHTS; COP9 signalosome complex subunit 5 (Homo sapiens), Q92905; Purified CSN, SCF-Nedd8-OG deneddylation; inhibition, % at 12.5 µM; hit rate 0.38% among 360,000;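 active = pattern-corrected inhibition above about 35%, with an unprinted fluorescence ratio check between 0.5 and 1.5, limit read from the data, passing the limit was not always enough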;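 also: 0% = enzyme with substrate and 100% = substrate without enzyme; some results filed as inactive read as strong as hits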
Target sequence (Q92905 whole entry, looked up, one chain of several): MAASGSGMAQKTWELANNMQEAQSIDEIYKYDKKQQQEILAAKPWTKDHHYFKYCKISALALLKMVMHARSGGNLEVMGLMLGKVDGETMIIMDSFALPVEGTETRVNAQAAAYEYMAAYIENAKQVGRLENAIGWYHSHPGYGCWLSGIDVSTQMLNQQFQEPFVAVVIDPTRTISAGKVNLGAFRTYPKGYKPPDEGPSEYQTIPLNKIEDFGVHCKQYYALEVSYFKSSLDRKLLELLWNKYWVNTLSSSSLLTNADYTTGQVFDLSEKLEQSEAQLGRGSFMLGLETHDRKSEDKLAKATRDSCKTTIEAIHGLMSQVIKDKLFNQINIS
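Assay system: purified human Csn5 enzyme expressed in HEK293T cells; Input: 0.24 nM Csn5 enzyme, final concentration; Reagent: 10 nM SCFSkp2-Nedd8OG; Compound dosing: 12.5 µM single point; Times: reaction 90 min, room temperature; Technique: fluorescence polarization readout.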
MLLE-PAM2 inh: inhibitors of PABP1 MLLE–PAM2 peptide binding, primary screen, biochemical, fluorescence polarization, FITC-PAM2, GST-MLLE. Polyadenylate-binding protein 1 (Homo sapiens), P11940. inhibition, % at 20 µM. hit rate 0.36% among 360,000; in the data active = inhibition above about 35%, passing the limit was not always enough;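 also: plate controls were DMSO wells with GST-MLLE for no effect and wells lacking GST-MLLE protein for full effect; some results filed as inactive read as strong as hits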
E coli Lon inh: inhibitors of E. coli Lon protease, primary screen, biochemical, fluorescence polarization; P0A9M0; hit rate 0.42% among 360,000; purified E. coli Lon protease; inhibition, % at 7.94 µM; in the data active = inhibition above about 13%, passing the limit was not always enough;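 also: 0% = enzyme with probe and DMSO and 100% = no enzyme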
Target sequence (P0A9M0 whole entry, looked up): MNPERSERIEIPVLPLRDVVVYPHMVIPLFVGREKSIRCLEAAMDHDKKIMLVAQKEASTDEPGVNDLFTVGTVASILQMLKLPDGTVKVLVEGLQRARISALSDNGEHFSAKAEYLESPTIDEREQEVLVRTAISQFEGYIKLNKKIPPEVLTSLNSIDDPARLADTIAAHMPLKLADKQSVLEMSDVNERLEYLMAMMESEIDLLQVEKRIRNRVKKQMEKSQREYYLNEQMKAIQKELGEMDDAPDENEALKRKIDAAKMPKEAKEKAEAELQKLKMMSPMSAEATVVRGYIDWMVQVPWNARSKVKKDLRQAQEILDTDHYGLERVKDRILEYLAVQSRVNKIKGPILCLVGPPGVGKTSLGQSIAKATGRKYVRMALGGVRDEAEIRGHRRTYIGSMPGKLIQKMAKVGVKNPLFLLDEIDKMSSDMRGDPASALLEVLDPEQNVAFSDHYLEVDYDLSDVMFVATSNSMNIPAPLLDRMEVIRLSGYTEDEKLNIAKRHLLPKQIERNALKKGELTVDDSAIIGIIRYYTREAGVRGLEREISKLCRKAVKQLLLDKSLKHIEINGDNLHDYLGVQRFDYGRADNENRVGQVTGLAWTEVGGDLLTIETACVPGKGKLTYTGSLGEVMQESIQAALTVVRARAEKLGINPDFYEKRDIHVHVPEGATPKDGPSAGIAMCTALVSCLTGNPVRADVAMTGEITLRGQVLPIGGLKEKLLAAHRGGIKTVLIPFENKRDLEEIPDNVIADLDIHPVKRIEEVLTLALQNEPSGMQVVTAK
Numbers without * were called inactive; i = inactive; nt = not tested or not shown; & = joins results of further samples.

SMILES	Rin1-Abl PPI inh	MsrA inh	bovine MsrA act	Neddyl block	FAS-TE inh	TbMetRS inhib	CSN deneddyl inh	MLLE-PAM2 inh	E coli Lon inh
COc1cc(/C=N/n2c(SC)nnc(C(C)(C)C)c2=O)ccc1O	-0.8	1.4	-2.4	i	-4.8	-0.1	-2.3	3.8	-0.9
Cc1cc(C(=O)NNC(=O)c2cccc(N(C)C)c2)c(C)o1	-1.6	0.5	-3.1	i	-3.7	-0.2	-5.8	-2.8	7.7
CCCCOc1ccc(C(C)(O)CCN2CCOCC2)cc1 (stereo not drawn)	3.5	0.4	-10.0	i	-3.9	-1.5	2.9	-13.9	-7.8
CC1=C(C(=O)OC(C)C)C(C)C(C(=O)OC(C)C)=C(C)N1	1.2	0.4	-2.3	nt	1.6	-0.2	-5.7	-5.3	4.7
CCN(CC)CCCN1C=C2C(=O)C(C)(OC(=O)C3CCCC3)C(=O)C(c3ccccc3)=C2C=C1CCCC(=O)OC (stereo not drawn)	-3.3	0.2	-1.1	i	-5.7	-0.4	0.2	35.3	-12.3
C=CCN=C1NN=C(c2ccc3c(c2)OCCO3)CS1	3.4	0.5	-1.0	i	-20.2	1.2	8.6	-26.7	-10.3
CCN(CC)C(=O)C1=C(C)N(Cc2ccc(OC)cc2)C(=O)C(CC(=O)NC(c2ccccc2)c2ccccc2)C1 (stereo not drawn)	-1.1	-0.1	-0.4	i	10.0	0.2	3.2	10.7	-9.7
COCCNC(=O)c1cc2c(c(-c3cccc(-c4cccc(OC)c4)c3)n1)[C@H](CCO)N(S(=O)C(C)(C)C)C2 (stereo partly drawn)	0.0	0.0	-1.4	i	-3.5	-0.7	4.8	-19.1	-29.8
CCc1cc(Cl)c(OC)c(C(=O)NC[C@@H]2CCCN2CC)c1O	-3.1&1.1	0.3&-0.8	-2.2&2.1	i	4.2&-3.0	-0.9&-0.8	0.1&6.9	-0.4&-12.8	-4.9&3.9
COCC(C)NC(=O)c1cccc([N+](=O)[O-])c1 (stereo not drawn)	2.4	-1.4	-1.1	i	-1.0	0.4	101.7	-14.9	5.6
CN1CC(=O)N(CC(=O)Nc2ccc(Cl)c(C(F)(F)F)c2)C1=O	-1.8	-0.2	-0.8	i	5.3	2.6	0.6	-14.4	7.2
Cc1ccc(C(=O)COC(=O)c2ccc3c(c2)C(=O)N(c2cccc4ncccc24)C3=O)cc1	0.6	-0.4	-12.5	i	-25.1	-1.2	-1.2	-9.9	0.7
O=S(=O)(NC1CCCCCC1)c1ccc(Br)s1	-3.0	1.2	0.1	i	11.2	-0.6	-0.1	6.1	-0.4
Cc1nc(-c2ccc(Cl)cc2)sc1C(=O)NN	-2.6	-0.4	0.0	i	0.5	-0.3	-1.7	-22.9	2.9
Cc1cc2c(cc1C)-n1nnnc1C(N1CCCC1)C(=O)N2 (stereo not drawn)	nt	-0.1	nt	i	nt	-0.8	-0.3	nt	nt
CCC(=O)N1N=C(c2ccc(NS(=O)(=O)c3ccc(C)cc3)cc2)CC1c1ccco1 (stereo not drawn)	0.5	-0.6	-0.7	i	27.5	-0.2	-0.7	-3.1	4.5
CC(Nc1cc(N2CCN(S(C)(=O)=O)CC2)ccc1[N+](=O)[O-])c1ccccc1 (stereo not drawn)	-6.2	24.2*	-3.3	i	44.9	0.4	-6.9	1.4	-4.6
CCN(c1cccc2ccccc12)S(=O)(=O)c1cccs1	-1.7	-0.1	-0.8	i	22.2	-0.3	-0.8	26.2	-9.4
CCC(=O)c1ccc2c(c1)N(CCCN(C)C)c1ccccc1S2	-4.1	1.1	0.5	i	1.7	0.2	-6.2	4.2	6.1
COC[C@@H]1CCCN1c1ccc2c(c1)O[C@H](COCc1ccccc1)CN([C@@H](C)c1ccccc1)S2(=O)=O	nt	1.3	-7.3	i	25.5	-1.2	2.6	nt	4.8

Printed as active in MsrA inh, of those listed so far:
| SMILES | Rin1-Abl PPI inh | MsrA inh | bovine MsrA act | Neddyl block | TbMetRS inhib | CSN deneddyl inh | MLLE-PAM2 inh | E coli Lon inh |
| --- | --- | --- | --- | --- | --- | --- | --- | --- |
| CC(Nc1cc(N2CCN(S(C)(=O)=O)CC2)ccc1[N+](=O)[O-])c1ccccc1 (stereo not drawn) | -6.2 | 24.2* | -3.3 | i | 0.4 | -6.9 | 1.4 | -4.6 |

Two compounds from above, showing only CSN deneddyl inh, TbMetRS inhib and Rin1-Abl PPI inh:
structure	CSN deneddyl inh	TbMetRS inhib	Rin1-Abl PPI inh
O=S(=O)(NC1CCCCCC1)c1ccc(Br)s1	-0.1	-0.6	-3.0
Cc1nc(-c2ccc(Cl)cc2)sc1C(=O)NN	-1.7	-0.3	-2.6

Returning to the listing; the 4 compounds before the break are reprinted first.
SMILES	Rin1-Abl PPI inh	MsrA inh	bovine MsrA act	Neddyl block	FAS-TE inh	TbMetRS inhib	CSN deneddyl inh	MLLE-PAM2 inh	E coli Lon inh
CC(Nc1cc(N2CCN(S(C)(=O)=O)CC2)ccc1[N+](=O)[O-])c1ccccc1 (stereo not drawn)	-6.2	24.2*	-3.3	i	44.9	0.4	-6.9	1.4	-4.6
CCN(c1cccc2ccccc12)S(=O)(=O)c1cccs1	-1.7	-0.1	-0.8	i	22.2	-0.3	-0.8	26.2	-9.4
CCC(=O)c1ccc2c(c1)N(CCCN(C)C)c1ccccc1S2	-4.1	1.1	0.5	i	1.7	0.2	-6.2	4.2	6.1
COC[C@@H]1CCCN1c1ccc2c(c1)O[C@H](COCc1ccccc1)CN([C@@H](C)c1ccccc1)S2(=O)=O	nt	1.3	-7.3	i	25.5	-1.2	2.6	nt	4.8
O=C(O)CC(NC(=O)COc1ccc(Cl)cc1Cl)C(=O)O (stereo not drawn)	1.4	-1.7	-2.4	i	-4.2	0.4	2.3	8.7	-2.8
Cc1cccc(C)c1NC(=O)CSc1nc2c([nH]1)c(=O)n(C)c(=O)n2C	0.3	-0.6	-2.8	i	1.2	-0.6	0.9	15.4	1.1
CCCCNC(=O)c1ccc2nc(CC)c(N(CCC(C)C)CCN(C)C)n2c1	3.5	-0.2	-0.1	i	-3.3	-0.1	-0.9	-2.6	-9.9
C[C@@H]1NC(=O)c2cc([N+](=O)[O-])cc(I)c2NCCCC[C@@H](C(N)=O)NC(=O)[C@H](CCC(=O)O)NC1=O	0.2	nt	-2.8	i	-4.8	0.0	12.0	-36.4	-4.3
CCc1cc(SC#N)cc(CC)c1NC(=O)CCl	4.4	-0.4	-5.7	i	-9.5	-0.8	-6.9	27.1	-1.2
CCCNC(=O)NNC(=O)c1cc(-c2ccc3c(c2)OCO3)nc2ccccc12	-3.5	3.2	-10.1	i	-3.4	-0.4	-0.7	14.6	2.0
Cn1c(=O)c2c(nc(SCC(=O)NCc3ccc4c(c3)OCO4)n2Cc2ccc(Cl)cc2)n(C)c1=O	3.1	-0.1	-9.2	i	8.4	-1.1	0.3	-64.0	-2.1
Cn1cccc1Cc1nnc(SCC(=O)N2CCCCCC2)n1CCc1ccccc1	-2.9	-0.3	1.7	i	1.8	-1.6	-4.1	-16.5	2.6
CCCCOc1ccc(C(O)(CCN2CCOCC2)c2ccccc2)cc1 (stereo not drawn)	1.9	1.2	-0.3	i	1.6	0.5	0.2	-12.5	4.6
COc1cc(NC(=S)N2CCN(C)CC2)cc(OC)c1	-1.3	-0.7	-3.5	i	-6.4	-0.3	-1.3	-10.7	-7.5
COc1ccc(OC)c(C2/C(=C(\O)c3ccc4c(c3)OCCO4)C(=O)C(=O)N2CC2CCCO2)c1 (stereo not drawn)	-1.7	2.2	-3.4	i	-1.7	-0.2	-1.2	5.5	-1.6
Cn1c(=O)c(C(=O)Nc2ncccn2)c(O)c2ccccc21	1.5	0.7	-6.0	i	-0.1	-0.9	1.8	11.8	-1.3
O=C(O)c1cccc(CSc2ncn[nH]2)c1	-6.0	1.3	-0.2	i	-5.2	-0.3	2.6	1.8	-12.0
O=C(CCCCN1CCCCC1)c1ccccc1	-1.6	1.0	0.3	i	-5.5	-0.1	0.8	0.9	0.5
CC(=O)c1sc(NC(=O)COc2ccc(Cl)cc2C)nc1C	-2.4	-0.9	-4.0	i	-2.0	-0.6	2.5	-8.3	0.0
CC1NC(=O)COC1c1ccccc1 (stereo not drawn)	1.6	-1.2	-5.3	i	-4.2	0.5	0.7	-15.2	-7.8
COc1ccc2oc(=O)c(/C(C)=N/NC(=O)c3ccncc3)cc2c1	-0.5	0.1	-1.1	i	-8.9	-0.5	2.7	-3.3	-6.6
COc1ccc(CN2C(=O)c3ccccc3C2C(=O)NC2CCCC(C)C2C)c(OC)c1 (stereo not drawn)	-1.6	-1.3	-6.0	i	12.3	-0.7	2.5	-1.1	1.6
O=C(Cn1ncc(Cl)c(Cl)c1=O)N1CCN(Cc2ccccc2)CC1	-0.5	0.1	-2.6	i	11.6	-0.4	-4.5	-19.8	0.2
O=C(O)C1CCCN1c1nc(Cl)ccc1[N+](=O)[O-] (stereo not drawn)	-1.9	0.4	-0.8	i	-10.5	-0.2	-6.8	51.9*	12.1
CSCCOC(=O)C1=C(C)Nc2ccc(C)cc2S1	-4.3	0.1	-1.8	i	9.8	-0.4	-5.0	35.3	-8.6
CC[C@@]12C(=O)N(c3cccc(F)c3)C(=O)N1[C@H](c1ccc(Br)cc1)[C@@H]1C(=O)N(C(C)(C)C)C(=O)[C@@H]12	3.3	-1.0	-3.9	i	16.8	-0.3	1.2	-0.3	0.3
COc1cc(/C=C/C(=O)OCC(=O)Nc2ccc(S(N)(=O)=O)cc2)ccc1O	-4.4	2.5	-4.8	i	-2.5	-0.6	5.0	-19.2	-3.7
CCn1nc(C(=O)O)c(=O)c2cc3c(cc21)OCO3	-0.8	1.9	-4.0	i	-6.8	-0.3	-5.5	8.2	-5.9
O=C(N=C1SC2CS(=O)(=O)CC2N1c1ccc(Cl)cc1Cl)C1CC1 (stereo not drawn)	1.1	0.0	-2.6	i	-5.7	-0.2	-2.9	-8.1	1.0
Cc1ccc(-c2nnn(CC(=O)N3CCCc4ccccc43)n2)cc1	0.1	0.2	0.5	i	13.7	-0.7	0.8	4.6	2.9
Cc1c(CCC(C)C)c(-n2ccnc2C)n2c(nc3ccccc32)c1C#N	-1.8	-0.5	-11.0	i	-10.4	-2.5	-0.8	6.5	2.1
Cc1ccc(C(=O)NNC(=O)c2cccc(Br)c2)cc1	0.8	0.4	-2.1	i	-3.0	0.0	1.1	-3.7	-3.0
COc1ccc(S(=O)(=O)N2CCN(c3ccccc3)CC2)cc1OC	-1.6	1.6	-11.2	i	-2.9	-1.2	2.1	4.8	11.9
Clc1ccc(Cn2ncc3c(NCCN4CCOCC4)ncnc32)cc1	-1.3	-0.2	0.4	i	-4.5	-1.2	-0.9	19.5	-1.6
O=C(NCCCN1CCOCC1)c1ccc(Sc2ccc(Br)cc2)c([N+](=O)[O-])c1	2.3	-0.1	-1.0	i	19.6	0.2	2.7	-10.7	-7.7
CC(C)N1CCc2c(sc(NC(=O)c3ccc(C(=O)c4ccccc4)cc3)c2C(N)=O)C1	-2.2	0.1	-2.0	i	-3.6	-0.2	8.5	-56.3	-47.2
CCOC(=O)c1nc(NCc2ccccc2F)c2ccccc2n1	2.5	0.7	-1.4	i	-10.0	-0.8	1.4	-0.2	5.3
C(=N\Nc1nc2ccccc2[nH]1)/c1ccccc1	-5.4	3.6	-2.6	i	-1.9	3.3	0.8	-58.9	-1.6
